Compound activity as filed in PubChem.
VHR inh abs: DUSP3 (human) phosphatase inhibition; recombinant VHR phosphatase, pNPP absorbance; 290,000 compounds, 0.52% hits; AID 1654; inhibition, % at 13.3 µM; P51452; in the data active = inhibition above about 50%; also: some compounds called inactive have numbers as strong as hits
Target sequence (P51452 whole entry, looked up): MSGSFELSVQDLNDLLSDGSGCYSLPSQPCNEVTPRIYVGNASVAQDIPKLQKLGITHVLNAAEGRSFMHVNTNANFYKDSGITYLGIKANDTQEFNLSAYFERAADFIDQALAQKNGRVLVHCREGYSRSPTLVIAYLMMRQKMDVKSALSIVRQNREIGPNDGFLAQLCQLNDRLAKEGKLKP
SSB-PriA inh: K. pneumoniae PriA-SSBct interaction inhibition; 430,000 compounds, 0.6% hits; inhibition, % at 33 µM; AlphaScreen SSBct-PriA binding, biotinylated peptide; in the data active = inhibition mostly above about 37%, no sharp cut-off; inactive = mostly below about 20%;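 also: plate controls were negative control peptide for no effect and reference peptide for full effect; strong numbers were not always called active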
BoNT-A LC inh2: BoNT A light chain protease inhibition; 360,000 compounds, 0.17% hits; inhibition, % at 10 µM; multiplex microsphere protease substrate cleavage, flow cytometry; also: plate controls were buffer without enzyme for full effect and enzyme alone for no effect
Anthrax LF prot: anthrax lethal factor protease inhibition; multiplex microsphere protease cleavage assay, LF; P15917; inhibition, % at 10 µM; 360,000 compounds, 0.12% hits; AID 588501; also: plate controls were buffer without enzyme for full effect and enzyme alone for no effect
Target sequence (P15917 whole entry, looked up): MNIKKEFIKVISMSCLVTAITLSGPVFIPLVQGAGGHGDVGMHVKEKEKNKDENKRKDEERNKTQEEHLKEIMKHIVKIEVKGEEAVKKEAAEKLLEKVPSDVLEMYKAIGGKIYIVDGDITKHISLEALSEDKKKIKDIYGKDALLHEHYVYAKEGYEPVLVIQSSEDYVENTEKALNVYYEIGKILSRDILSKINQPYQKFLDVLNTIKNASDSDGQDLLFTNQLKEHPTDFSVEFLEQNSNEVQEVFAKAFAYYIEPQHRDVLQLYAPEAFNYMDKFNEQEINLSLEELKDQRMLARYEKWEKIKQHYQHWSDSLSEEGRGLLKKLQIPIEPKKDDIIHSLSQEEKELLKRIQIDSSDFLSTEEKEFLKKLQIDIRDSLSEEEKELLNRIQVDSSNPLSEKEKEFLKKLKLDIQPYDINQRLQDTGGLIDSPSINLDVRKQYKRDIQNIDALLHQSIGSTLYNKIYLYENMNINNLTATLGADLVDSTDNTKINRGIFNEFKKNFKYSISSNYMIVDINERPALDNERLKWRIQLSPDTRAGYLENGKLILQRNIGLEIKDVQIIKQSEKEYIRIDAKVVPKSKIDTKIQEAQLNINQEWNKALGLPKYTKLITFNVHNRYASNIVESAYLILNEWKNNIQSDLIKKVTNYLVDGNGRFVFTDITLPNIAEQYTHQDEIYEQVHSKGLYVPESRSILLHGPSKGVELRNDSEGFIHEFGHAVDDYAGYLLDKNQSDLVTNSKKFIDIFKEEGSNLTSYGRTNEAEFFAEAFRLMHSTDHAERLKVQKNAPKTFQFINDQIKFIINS
CCHFV vOTU inh: blocks the CCHF virus ovarian tumor domain protease. CCHFV vOTU protease, Pep-AMC fluorescence. inhibition, % at 11.5 µM. 370,000 compounds, 0.55% hits. AID 651958; in the data active = inhibition above about 30%; also: 0% = vehicle wells with enzyme and 100% = no enzyme wells
BoNT F protease: BoNT F light chain protease inhibition; Multiplex microsphere protease cleavage assay, flow cytometry; inhibition, % at 10 µM; 360,000 compounds, 0.22% hits; AID 588497; in the data active = inhibition above about 35%, passing the limit was not always enough; inconclusive = no clear call, values can overlap the other calls; also: plate controls were buffer without enzyme for full effect and enzyme alone for no effect
SARS 3CLpro inh: SARS-CoV 3CLpro protease inhibition; P0C6X7; recombinant SARS-CoV 3CLpro, quenched FRET peptide cleavage; inhibition, % at 6 µM; 290,000 compounds, 0.14% hits; AID 1706; in the data active = inhibition above about 12%
PrPC TRFRET: reduces human prion protein on the cell surface; 370,000 compounds, 0.43% hits; inhibition, % at 13.8 µM; AID 720596; P04156; cell surface PrPC, TR-FRET read-out; in the data active = inhibition above about 24%; also: 0% = median of the test wells and 100% = reference compound wells
Rv3671c inh: inhibits the M. tuberculosis serine protease Rv3671c | 320,000 compounds, 0.048% hits | AID 2606 | P9WHR9 | inhibition, % at 5.96 µM; in the data active = inhibition above about 38%;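 also: extracellular domain of Rv3671c used as enzyme; 0% = enzyme with DMSO and 100% = no enzyme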
MazEF act: MazEF (E. coli) toxin RNase activation | 350,000 compounds, 0.32% hits | P0AE70 | AID 504720 | FAM/BHQ RNA-DNA oligo cleavage fluorescence, 5 h | activation, % at 20 µM; in the data active = activation above about 50%
Starred values were filed as active, the others as inactive; u = inconclusive; x = no result given; & = joins results of further samples. Rule as the data show it, unless noted: active = inhibition above about 30%; inconclusive = no clear call, values can overlap the other calls; inactive = below that. A portion of the library; count on the stated rates, not on these rows.

Values run as follows: Rv3671c inh, Anthrax LF prot, BoNT F protease, BoNT-A LC inh2, SARS 3CLpro inh, MazEF act, CCHFV vOTU inh, VHR inh abs, PrPC TRFRET, SSB-PriA inh
> Cc1cccc(C)c1OC(=O)CCN1C(=O)C2C3C=CC(C4CC34)C2C1=O (centres undefined)
 : 7, 0, -3, 0.2, -1, -10, 4, 6, -4, -17
> COc1ccc(CCNC(=O)CN(c2cc(OC)ccc2OC)S(=O)(=O)c2ccccc2)cc1
 : -9, 4, 25, -1.9, 4, -4, -3, 2, 10, -5
> COc1ccc(S(=O)(=O)N2CCOC2CNC(=O)C(=O)NCc2ccccn2)cc1C (centres undefined)
 : 5, 5, -4, 1.3, 1, 6, 3, 28, 6, -6&-10
> CCc1ccc(C(=O)CSc2nc3cc(S(=O)(=O)N4CCOCC4)ccc3n2CC)cc1
 : -23, 0, 4, 0.2, 5, -2, 9, 4, 0, -3
> Cc1sc(NC(=O)c2ccco2)nc1-c1ccc2c(c1)CC(C)N2C(=O)C1CC1 (centres undefined)
 : -6, 0, -1, u, -3, 6, x, 32, x, 2
> O=C(NC1CCCCCC1)C1CCCN1S(=O)(=O)c1cccc2cccnc12 (centres undefined)
 : 3, -1, -9, 0.7, 5, 3, 6, 36, -2, -9
> CCN(CC(=O)NCc1ccc(Cl)cc1)C(=O)c1c(C)noc1C
 : 11, 2, 2, 1.9, x, 0, 10, x, 9, -12
> S=C(NCC1CCCO1)n1nnc2ccccc21 (centres undefined)
 : -2, x, x, x, 0, -6, 4, 8, 8, -11
> CCOc1ccc(-c2nn3c(-c4ccccc4)nnc3s2)cc1
 : 1, 2, 10, -0.2, -9, -7, -1, -4, -2, -20
> COc1ccccc1NC(=O)C1CCN(S(=O)(=O)c2cccc3nonc23)CC1
 : -8, -6, -31, -3.2, -2, 2, -2, 5, -9, -13
> O=C(NCC(=O)N1CCCCCC1)c1ccc(Cl)cc1
 : -1, 22, 9, 0.5, 0, 1, -14, 8, 2, -9
> CCCC(=O)Nc1ccc2c(c1)nc(CN1CCN(C(=O)OCC)CC1)n2C
 : 2, 9, -8, -1.7, -7, -12, -12, -16, -3, 1
> Cc1cc(C)c(-n2[nH]nnc2=S)c(C)c1
 : 0, -5, -5, -1.2, 3, 5, -3, 13, 0, -14
> Nc1cc(=O)[nH]c(SCc2csc(-c3ccccc3)n2)n1
 : -1, 1, -2, 0.7, -4, -3, 3, -4, 0, -17
> Cc1cc(C)nc(N/N=C/c2c(C)oc3ccccc23)n1
 : 1, 0, 0, -1.1, 0, -14, -2, 30, 1, x
> CC(=O)C1=CCC(c2ccc(Cl)c(Cl)c2)N(S(=O)(=O)c2ccc(C)cc2)C1 (centres undefined)
 : x, 6, -2, -0.1, x, x, -4, x, -7, x
> COCCN(C(=O)CSc1nn(-c2ccc(F)cc2)c(=S)s1)c1c(N)n(CC(C)C)c(=O)[nH]c1=O
 : 6, -3, 15, 1.3, x, -4, 5, x, 11, 3
> COc1cc(CCC(=O)OCc2nnc(-c3ccccc3)o2)cc(OC)c1OC
 : 6, 2, -7, -0.4, 3, -10, 1, -6, -1, -13
> CC(C)(C)C(=O)Nc1ccccc1-c1nc2ccccc2[nH]c1=O
 : 3, -15, u, -6.8, -4, 7, -3, 2, -1, -2
> Fc1ccc(/C=N/n2c(COc3ccccc3)n[nH]c2=S)cc1
 : -2, 7, 0, 0.3, 5, -1, -11, 26, 2, x

11 consecutive entries already listed, for reference:
Values run as follows: Rv3671c inh, Anthrax LF prot, BoNT F protease, BoNT-A LC inh2, SARS 3CLpro inh, MazEF act, CCHFV vOTU inh, VHR inh abs, PrPC TRFRET, SSB-PriA inh
> Cc1cccc(C)c1OC(=O)CCN1C(=O)C2C3C=CC(C4CC34)C2C1=O (centres undefined)
 : 7, 0, -3, 0.2, -1, -10, 4, 6, -4, -17
> COc1ccc(CCNC(=O)CN(c2cc(OC)ccc2OC)S(=O)(=O)c2ccccc2)cc1
 : -9, 4, 25, -1.9, 4, -4, -3, 2, 10, -5
> COc1ccc(S(=O)(=O)N2CCOC2CNC(=O)C(=O)NCc2ccccn2)cc1C (centres undefined)
 : 5, 5, -4, 1.3, 1, 6, 3, 28, 6, -6&-10
> CCc1ccc(C(=O)CSc2nc3cc(S(=O)(=O)N4CCOCC4)ccc3n2CC)cc1
 : -23, 0, 4, 0.2, 5, -2, 9, 4, 0, -3
> Cc1sc(NC(=O)c2ccco2)nc1-c1ccc2c(c1)CC(C)N2C(=O)C1CC1 (centres undefined)
 : -6, 0, -1, u, -3, 6, x, 32, x, 2
> O=C(NC1CCCCCC1)C1CCCN1S(=O)(=O)c1cccc2cccnc12 (centres undefined)
 : 3, -1, -9, 0.7, 5, 3, 6, 36, -2, -9
> CCN(CC(=O)NCc1ccc(Cl)cc1)C(=O)c1c(C)noc1C
 : 11, 2, 2, 1.9, x, 0, 10, x, 9, -12
> S=C(NCC1CCCO1)n1nnc2ccccc21 (centres undefined)
 : -2, x, x, x, 0, -6, 4, 8, 8, -11
> CCOc1ccc(-c2nn3c(-c4ccccc4)nnc3s2)cc1
 : 1, 2, 10, -0.2, -9, -7, -1, -4, -2, -20
> COc1ccccc1NC(=O)C1CCN(S(=O)(=O)c2cccc3nonc23)CC1
 : -8, -6, -31, -3.2, -2, 2, -2, 5, -9, -13
> O=C(NCC(=O)N1CCCCCC1)c1ccc(Cl)cc1
 : -1, 22, 9, 0.5, 0, 1, -14, 8, 2, -9

Entries of single compounds, quoted from the list. Order of values: Rv3671c inh | Anthrax LF prot | BoNT F protease | BoNT-A LC inh2 | SARS 3CLpro inh | MazEF act | CCHFV vOTU inh | VHR inh abs | PrPC TRFRET | SSB-PriA inh
Fc1ccc(/C=N/n2c(COc3ccccc3)n[nH]c2=S)cc1 as listed: -2 | 7 | 0 | 0.3 | 5 | -1 | -11 | 26 | 2 | x
COc1cc(CCC(=O)OCc2nnc(-c3ccccc3)o2)cc(OC)c1OC as listed: 6 | 2 | -7 | -0.4 | 3 | -10 | 1 | -6 | -1 | -13
COCCN(C(=O)CSc1nn(-c2ccc(F)cc2)c(=S)s1)c1c(N)n(CC(C)C)c(=O)[nH]c1=O as listed: 6 | -3 | 15 | 1.3 | x | -4 | 5 | x | 11 | 3

(continued)
Values run as follows: Rv3671c inh, Anthrax LF prot, BoNT F protease, BoNT-A LC inh2, SARS 3CLpro inh, MazEF act, CCHFV vOTU inh, VHR inh abs, PrPC TRFRET, SSB-PriA inh
> COC(=O)C1NN=C(C(=O)c2ccc(Cl)cc2)C1c1ccc(OC)cc1 (centres undefined)
 : -3, -1, 3, 1.0, -2, 6, 9, -8, 8, -8
> O=C(Cc1ccc(Cl)cc1Cl)OCC(=O)N1CCCCC1
 : 15, -2, -2, 1.8, -4, -5, -23, -12, -2, -11
> COc1ccc(/C=C2\Oc3cc(OCC(=O)N4CCC(C(=O)O)CC4)ccc3C2=O)c(OC)c1
 : -6, -1, 7, -0.2, -1, -15, x, 9, x, -19
> O=C(CCNC(=O)N1C[C@H]2C[C@@H](C1)c1cccc(=O)n1C2)Nc1cccc(Cl)c1
 : 6, 4, 0, -0.6, 3, -8, -4, 37, 4, -1
> CC(=O)Nc1ccccc1C(=O)OCC(=O)c1cccc2ccccc12
 : -11, -2, -7, -0.9, 1, -8, 3, -4, 10, -22
> COc1ccc(OC(=O)N2C/C(=C/c3ccccc3)C(=O)/C(=C\c3ccccc3)C2)cc1
 : x, -8, -2, -0.6, x, -8, -3, x, 2, -8
> CC(Cc1ccccc1)NC(=O)NC(C)Cc1ccccc1 (centres undefined)
 : 0, 0, -2, 0.9, 0, -3, 2, 4, -1, -9
> CCc1c(C)nc(SCC(=O)N2CCCCC2)[nH]c1=O
 : -1, -14, -9, -1.8, -4, -6, 9, -3, -1, -3
> COc1ccc(NC(=O)Cn2nnc(C(=O)NCc3ccc4c(c3)OCO4)c2N)c(OC)c1
 : -9, -2, -2, 0.2, 2, -18, 12, -2, -6, -5
> COc1ccc(CC(=O)Nc2nncs2)cc1OC
 : 6, -1, 6, 0.8, 3, -5, -24, 8, -4, -13
> Cc1ccc2[nH]c(C(=O)N3CCCC(Nc4ccc(F)cc4)C3)cc2c1 (centres undefined)
 : 2, -2, 2, 1.6, 6, 12, 13, 29, 1, 16
> O=C(c1cc2ccccc2o1)c1cccs1
 : -11, -1, -3, 1.0, 0, -2, -14, 10, 15, -16
> Cc1cc(Nc2ccccc2)n(CCO)n1
 : -7, 2, -21, -4.9, 6, -13, -4, 27, -3, 0
> COC(=O)CCC1(C(N)=O)CCC(=O)c2ccccc21 (centres undefined)
 : x, 3, 1, 0.3, x, -2, 13, x, -3, 0
> CCCCCOC(=O)c1c(N)n(CCOC)c2nc3ccccc3nc12
 : -90, 1, -2, 0.6, 0, 10, -179, 24, -5, -31
> CCCCOc1nc(N)nc(-c2ccccc2)n1
 : 8, 0, -3, -0.4, 0, 3, 8, 14, 9, -7
> CN(CC(=O)Nc1ccc(Cl)c(C(F)(F)F)c1)C(=O)COc1cccc2cccnc12
 : x, 0, 4, -0.6, x, 2, 4, x, -5, x
> Cn1nnnc1SCC(=O)c1ccc2c(c1)OCCO2
 : -3, -5, 6, -0.1, 0, 9, -9, 38, 1, -2
> CN(Cc1ccccc1OCCO)CC1CCCN(CCc2ccc(Cl)cc2)C1 (centres undefined)
 : -5, x, x, x, -6, 0, 14, 25, -7, 6
> CN(Cc1ccon1)C(=O)C1CCN(C2CCN(CCCc3ccccc3)CC2)CC1
 : x, -2, -8, -6.5, 2, -21, -4, 7, -4, 6
> O=C(CCNC(=O)c1ccc([N+](=O)[O-])cc1)NCC1COc2ccccc2O1 (centres undefined)
 : x, 0, -12, -0.6, x, 4, 7, x, -44, 6
> CC(O)(c1cccs1)C(C(=O)O)c1ccccc1 (centres undefined)
 : x, -12, 0, -0.6, x, -3, 6, x, 5, -10
> CCC1CCCCN1CCCNC(=O)CC1Oc2ccccc2NC1=O (centres undefined)
 : 2, -2, -3, -0.2, 0, -13, -6, 12, 3, -8
> Cc1cc(OC(C)C(=O)NCC2CCC(C(=O)O)CC2)c2c(C)c(Cc3ccccc3)c(=O)oc2c1 (centres undefined)
 : -6, -1, -5, -0.1, 8, -30, -13, -3, -9, -14
> C#CCNC(=O)C1=C[C@@H](C)[C@H](CCCO)[C@@H](OCC)O1
 : 0, 3, 6, 0.1, x, 5, 14, x, 10, -3
> C=CCn1c(=O)c(C(=O)OCC)c(O)c2ccccc21
 : 4, -2, -7, -0.8, 0, -7, 6, 23, -7, -8
> COc1cccc(/C=N/Nc2cc(N3CCOCC3)ncn2)c1O
 : 4, -2, u, 2.1, -1, 10, -6, 12, -9, x
> Cc1cccc(C2c3c(n(C)c(=O)n(C)c3=O)N=C3c4ccccc4C(=O)C32)c1 (centres undefined)
 : x, -5, 10, -0.4, x, 18, -4, x, -8, -8
> O=C(Cc1ccccc1)OCC(=O)c1ccccc1
 : x, -1, -2, -0.9, 1, 4, -11, 7, 2, -16
